Vif-APOBEC3G blk: inhibitors of Vif-APOBEC3G interaction | Q9HC16 | Potency, µM (series often up to 46.1 µM), inactives show at the top dose activity, negative = active, actives largely listed as inhibitors | 410,000 compounds, 0.076% hits | HeLa A3G-eYFP + Vif (tagged APOBEC3G with the HIV-1 protein that degrades it), YFP fluorescence, overnight;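 note: potency is the fitted concentration of half-maximal effect; % is set by controls: 0 for no effect and ±100 for the full control effect; nearly all actives have a fitted effect of over 60% in size; hits raise eYFP signal because A3G escapes Vif-driven loss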
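HeLa cells stably expressing Vif and C-terminally eYFP-tagged A3G, seeded overnight at 37 deg C, then exposed to compound by pintool overnight at 37 deg C. Rise in yellow fluorescence (Ex 488/Em 500-530, Acumen) marks blocked Vif-driven A3G degradation.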
PI4K2A inh: inhibitors of human PI4K2A | purified PI4K2A, ADP-Glo luminescence, 1 h; stronger effect = lower value | Q9BTU6 | 420,000 compounds, 0.13% hits | activity change, negative = inhibition, % at 76.9 µM | AID 1346378; in the data active = activity change below about -50%; inconclusive = mostly about -30% to -49%;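 note: -100% = wells without enzyme as full effect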
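PI4K2A activity was measured by ADP-Glo luminescence: enzyme (4 ug/mL stock) and phosphatidylinositol (1.2 mM stock) in Tris pH 7.5/MgCl2/EGTA/Triton X-100 buffer were reacted with ATP (300 microM stock) for one hour at ambient temperature.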
RXFP1 agonist: agonists of human relaxin receptor RXFP1; Potency, µM (series often up to 57.5 µM), without a hit: top-dose activation, actives largely listed as activators; Q9HBX9; 370,000 compounds, 0.3% hits; HEK293T-RXFP1 cAMP TR-FRET, 30 min; response scale: percent of porcine relaxin response, buffer zero; note: potency is the fitted concentration of half-maximal effect; % is set by controls: 0 for no effect and ±100 for the full control effect; nearly all actives have a fitted effect of over 60% in size; many of its hits are not listed in these tables
Target sequence (Q9HBX9 whole entry, looked up): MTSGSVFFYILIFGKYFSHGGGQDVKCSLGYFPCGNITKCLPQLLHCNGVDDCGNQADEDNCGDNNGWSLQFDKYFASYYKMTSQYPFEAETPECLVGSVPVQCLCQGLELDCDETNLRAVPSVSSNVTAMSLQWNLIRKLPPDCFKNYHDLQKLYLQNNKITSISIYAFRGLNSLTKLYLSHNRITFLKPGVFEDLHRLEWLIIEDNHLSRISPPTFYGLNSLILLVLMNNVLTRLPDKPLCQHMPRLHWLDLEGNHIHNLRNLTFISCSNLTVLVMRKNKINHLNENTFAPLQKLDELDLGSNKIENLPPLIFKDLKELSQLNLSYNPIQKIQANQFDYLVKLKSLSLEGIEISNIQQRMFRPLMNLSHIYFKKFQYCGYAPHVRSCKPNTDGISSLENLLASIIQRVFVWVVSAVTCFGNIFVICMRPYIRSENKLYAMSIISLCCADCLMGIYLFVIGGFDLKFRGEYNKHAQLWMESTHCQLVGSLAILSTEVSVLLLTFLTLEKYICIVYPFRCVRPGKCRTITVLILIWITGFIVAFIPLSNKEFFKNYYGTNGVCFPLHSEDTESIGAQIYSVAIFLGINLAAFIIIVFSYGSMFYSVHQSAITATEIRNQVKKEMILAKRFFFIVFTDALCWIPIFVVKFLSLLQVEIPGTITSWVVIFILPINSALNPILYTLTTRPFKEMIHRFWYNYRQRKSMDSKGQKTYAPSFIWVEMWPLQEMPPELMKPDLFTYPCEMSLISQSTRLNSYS
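Agonist response is measured as cAMP accumulation in an RXFP1-transfected HEK293T line under PDE4 inhibition. Values are scaled between buffer-only and 29 nM porcine relaxin, and EC50s come from standard Hill equation fits.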
LDHA inh: inhibitors of human lactate dehydrogenase A; purified LDHA, NADH/diaphorase-resazurin fluorescence; stronger effect = lower value; P00338; 480,000 compounds, 0.15% hits; activity change, % (values are at about 110 or 230 µM); in the data active = activity change below about -30%; inconclusive = mostly about -25% to -30%;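 note: plate controls were DMSO wells for no effect and wells without enzyme for full effect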
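Resorufin fluorescence (ex540/em590), read at 0 and 20 min after diaphorase/resazurin addition, reports the NADH left after a 5 min room-temperature reaction of 2 nM human LDH5 with 0.06 mM NADH and 0.2 mM pyruvate.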
Vif-A3F inh: inhibitors of Vif-A3F interaction; HeLa A3F-eYFP + Vif (tagged APOBEC3F with the HIV-1 protein that degrades it), YFP fluorescence increase; Potency, µM (titrated, usually from 46.1 µM), inactives show at the top dose activity, negative = active; 390,000 compounds, 0.2% hits; AID 602313; note: potency is the fitted concentration of half-maximal effect; % of control where 0% means no effect; nearly all actives have a fitted effect of over 65% in size
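Fluorescence increase (Ex 488/Em 500-530) after overnight compound treatment at 37 deg C flags inhibition of Vif-driven A3F-eYFP loss in stable HeLa A3F-eYFP/Vif cells seeded overnight beforehand.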
USP1 inh: USP1/UAF1 (human) deubiquitinase inhibition; O94782; recombinant USP1/UAF1, Ub-Rhodamine cleavage fluorescence; Potency, µM (titrated, usually from 57.1 µM), for the others: at the highest dose activity change, negative = inhibition, usual class: inhibitors; 390,000 compounds, 0.23% hits; note: potency is the fitted concentration of half-maximal effect; % is set by controls: 0 for no effect and ±100 for the full control effect; nearly all actives have a fitted effect of over 60% in size; inactives centre near -12
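High-throughput fluorogenic screen: 1nM USP1/UAF1 complex, Ub-Rho substrate 150nM final, 50mM HEPES pH 7.8 with 0.5mM EDTA, 0.1 mg/ml BSA, 1mM TCEP and 0.01% Tween-20.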
mIDH1 inhibitor: inhibitors of human mutant IDH1 R132H | O75874 | IDH1-R132H enzyme, NADPH consumption, diaphorase/resazurin fluorescence | Potency, µM (top dose mostly 76.6 µM), for the others: at the top dose activity change, negative = inhibition, usual class: inhibitors | 390,000 compounds, 0.093% hits; note: potency is the fitted concentration of half-maximal effect; % is set by controls: 0 for no effect and ±100 for the full control effect; nearly all actives have a fitted effect of over 65% in size
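IDH1-R132H (0.5 ug/mL) preincubated 30 min with compound, then NADPH (0.016 mM) and alpha-KG (2 mM) added; 80 min at RT, pH 7.5. Remaining NADPH coupled via diaphorase/resazurin to fluorescence (540/590 nm); concentration-response curves normalized to no-enzyme control.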
TrxR1 substrate: substrates of rat thioredoxin reductase 1; O89049; purified TrxR1 substrate turnover, NADPH consumption readout; Potency, µM (highest dose often 114 µM), for the others: at the highest dose activity change, negative = substrate turnover; 390,000 compounds, 0.01% hits; AID 588456; note: potency is the fitted concentration of half-maximal effect; % is set by controls: 0 for no effect and ±100 for the full control effect; nearly all actives have a fitted effect of over 50% in size
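Rat TrxR1, dispensed at 90 nM, was prereduced with 400 uM NADPH (final) for 5 min at ~22 deg C, then incubated with compound 15 min before 400 uM selenite. A first-read NADPH fluorescence drop versus no-compound background flagged substrates.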
GRP78 ERSR act: induces the endoplasmic reticulum stress response in human glioma cells. U87-MG GRP78 promoter luciferase reporter, 16 h. 420,000 compounds, 0.02% hits. AID 602332. Potency, µM, for inactives: top-dose activation, usual class: activators; note: potency is the fitted concentration of half-maximal effect; series mostly up to about 76 µM; % of control where 0% means no effect; nearly all actives have a fitted effect of over 35% in size
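ERSR induction read as luciferase luminescence (Bright-Glo, 10 min at room temperature) in stably transfected human U87-MG glioma cells exposed to compounds for 16 h, using GRP78 as sensor.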
The depositor's hits bear a star; ? = inconclusive; . = not tested or not shown; & = joins results of further samples; [ ] = remark or other dose. Unless noted, calls come from the whole dose curve; as a rule, active = well fitted curve in the direction sought with a large enough effect; inconclusive = small, poorly fitted or top-dose-only effect, or another doubt; inactive = no such curve, though single readings can be large; an effect the other way counts as inactive or inconclusive. Only part of the results is shown (hit frequency here may not be typical).

nr	SMILES	Vif-APOBEC3G blk	PI4K2A inh	RXFP1 agonist	LDHA inh	Vif-A3F inh
1	Cc1ccccc1CSc1nc2cccnc2n1Cc1ccc(C(=O)NC2CC2)cc1	-7%	-3	6.1%	0	1%
2	COc1cc(C(=O)NCCOc2ccccc2C)cc(OC)c1OC	1%	-3	4.0%	-9	0%
3	CC1(C(=O)NS(=O)(=O)Cc2ccccc2)CCN1C(=O)Cc1ccccc1Cl (configuration not stated)	1%	3	.	0	.
4	CC(C)(C)C(=O)Nc1ccc(-c2nc3ccccc3c(=O)o2)cc1	-13%	-7	30%	-15	8%
5	CCOC(=O)c1ccccc1NC(=O)Cn1cnc2c(oc3ccccc32)c1=O	-1%	-4	1.9%	-1	.
6	O=C(Nc1ccc2c(c1)OCO2)NC1CCN(Cc2ccccc2)CC1	2%	-7	-0.7%	-6	-7%
7	NC(=O)c1ccsc1NC(=O)COC(=O)/C=C/c1ccc([N+](=O)[O-])cc1	0%	-1	-0.1%	-10	-9%
8	O=C(COC(=O)CNC(=O)c1cccc(F)c1)NCCC1=CCCCC1	4%	1	-2.0%	-1	-2%
9	O=C(NCC1CCCO1)C1CC(=O)N(c2ccc(Cl)cc2)C1 (configuration not stated)	3%	0	4.6%	-1	8%
10	CN(c1ccccc1)c1nc(N)c([N+](=O)[O-])c(Nc2ccccc2F)n1	-7%	-4	4.6%	-13	-5%

nr	USP1 inh	mIDH1 inhibitor	TrxR1 substrate	GRP78 ERSR act
1	-2%	-2%	11%	4%
2	-6%	0%	-2%	4%
3	.	.	.	-2%
4	-12%	-8%	20%	2%
5	-9%	-4%	2%	2%
6	6%	5%	11%	-1%
7	-11%	6%	-2%	4%
8	-1%	-10%	-7%	2%
9	-9%	8%	6%	-3%
10	?	-4%	-4%	0%

(next part)
nr	SMILES	Vif-APOBEC3G blk	PI4K2A inh	RXFP1 agonist	LDHA inh	Vif-A3F inh
11	CC(NC(=O)NNC(N)=S)(C(F)(F)F)C(F)(F)F	0%	-3	3.2%	-2	?
12	Cc1cccc(CCNC(=O)CC2C(=O)NCCN2Cc2ccccc2C)n1 (configuration not stated)	-1%	0	3.6%	0	1%
13	CC(C)CNC(=O)COC(=O)/C=C/c1ccccc1[N+](=O)[O-]	-3%	7	3.2%	-4	0%
14	CCOc1cc(/C=N/N2CCOCC2)ccc1OCc1ccc(C(=O)OC)o1	0%	-5	-0.5%	-6	1%
15	COc1ccc(N2CCN(Cc3cc(=O)oc4cc(C)c(Cl)c(C)c34)CC2)cc1	0%	-6	0.3%	5	-11%
16	CCOc1nc(OCC)c2[nH]c(C(=O)O)c(Br)c2n1	-4%	3	.	1	-8%
17	CCc1cc(=O)oc2cc(OCC(=O)O)c(Cl)cc12	0%	4	-0.1%	-1&1	-1%
18	COc1ccc(C)cc1NC(=O)CCNS(=O)(=O)c1cccc(C(F)(F)F)c1	1%	1	-1.6%	0	1%
19	O=C(Oc1ccccc1C(=O)Nc1ccccc1)c1ccccc1Br	?	18	2.1%	6	-3%
20	O=C(NC1=NCCS1)c1ccccc1Br	-1%	1	.	-5	-4%

nr	USP1 inh	mIDH1 inhibitor	TrxR1 substrate	GRP78 ERSR act
11	-1%	0%	2%[57.1 µM]	-3%
12	-22%	2%	2%	0%
13	2%	0%	-1%	0%
14	5%	2%	0%[57.1 µM]	-3%
15	-6%	0%	-5%[57.1 µM]	-9%
16	-2%	2%	-5%	-4%
17	-14%	6%	38%[activator]	-4%
18	-3%	28%	-8%	2%
19	-2%	7%	-10%	9%
20	4%	14%	5%[57.1 µM]	-9%

Compounds from the list above that contain a nitro group on carbon:
nr	SMILES	Vif-APOBEC3G blk	PI4K2A inh	RXFP1 agonist	LDHA inh	Vif-A3F inh
7	NC(=O)c1ccsc1NC(=O)COC(=O)/C=C/c1ccc([N+](=O)[O-])cc1	0%	-1	-0.1%	-10	-9%
10	CN(c1ccccc1)c1nc(N)c([N+](=O)[O-])c(Nc2ccccc2F)n1	-7%	-4	4.6%	-13	-5%
13	CC(C)CNC(=O)COC(=O)/C=C/c1ccccc1[N+](=O)[O-]	-3%	7	3.2%	-4	0%

nr	USP1 inh	mIDH1 inhibitor	TrxR1 substrate	GRP78 ERSR act
7	-11%	6%	-2%	4%
10	?	-4%	-4%	0%
13	2%	0%	-1%	0%

The listing picks up, starting three compounds before the break.
nr	SMILES	Vif-APOBEC3G blk	PI4K2A inh	RXFP1 agonist	LDHA inh	Vif-A3F inh
18	COc1ccc(C)cc1NC(=O)CCNS(=O)(=O)c1cccc(C(F)(F)F)c1	1%	1	-1.6%	0	1%
19	O=C(Oc1ccccc1C(=O)Nc1ccccc1)c1ccccc1Br	?	18	2.1%	6	-3%
20	O=C(NC1=NCCS1)c1ccccc1Br	-1%	1	.	-5	-4%
21	CN1C2C=C(N(CCc3c[nH]c4ccccc34)C(=O)c3ccc(Cl)cc3)CC1CC2 (configuration not stated)	4%	0	-0.5%	-4	1%
22	COc1ccccc1N1CCN(C(=O)C2CCC(CNS(=O)(=O)c3ccc(NC(C)=O)cc3)CC2)CC1 (configuration not stated)	1%	-1	1.2%	-4	5%
23	Clc1ccc(C2=CC(c3ccco3)n3ncnc3N2)cc1 (configuration not stated)	-14%	8	3.1%	4	-24%
24	Cc1noc(C)c1COC(=O)c1cc(=O)[nH]c2ccccc12	-21%	6	3.8%	-5	1%
25	CCCSc1ncc(Cl)c(C(=O)Nc2ccc(S(=O)(=O)N(C)c3ccccc3)cc2)n1	.	1	0.8%	-2	.
26	Cc1cccn2c(=O)c(C=Nc3ccccc3)c(NCCO)nc12	4%	0	4.5%	-1	1%
27	COc1ccc(NS(=O)(=O)c2cc(NC(=O)c3cccc(OCc4c(C)noc4C)c3)ccc2OC)cc1	-9%	-17	-0.4%	1	9%
28	C[C@@H]1CN([C@@H](C)CO)C(=O)CCCn2cc(nn2)CO[C@H]1CN(C)C(=O)c1ccc2ccn(C)c2c1	1%	3	.	-1	-2%
29	CC1CC(CCC(=O)NC(=S)Nc2ccc(S(N)(=O)=O)cc2)C(=O)O1 (configuration not stated)	-3%	2	4.4%	-2	0%
30	COc1ccc(OC)c(/C=C/C(=O)OCC(=O)N2CCCCC2)c1	2%	-3	.	-1	3%

nr	USP1 inh	mIDH1 inhibitor	TrxR1 substrate	GRP78 ERSR act
18	-3%	28%	-8%	2%
19	-2%	7%	-10%	9%
20	4%	14%	5%[57.1 µM]	-9%
21	-9%	-2%	6%[57.1 µM]	-3%
22	-16%	11%	10%	-2%
23	?	6%	34%	0%
24	4%	-3%	15%[57.1 µM]	-4%
25	?	.	7%	.
26	1%	4%	89%[activator]	-4%
27	-3%	7%	10%[57.1 µM]	-6%
28	?	9%	.	-2%
29	-7%	-8%	-1%	-3%
30	-10%	-4%	0%	-3%

Continuation:
nr	SMILES	Vif-APOBEC3G blk	PI4K2A inh	RXFP1 agonist	LDHA inh	Vif-A3F inh
31	CCCC(=O)N1CCN(c2ccc([N+](=O)[O-])c(NC(C)c3ccccc3)c2)CC1 (configuration not stated)	0%	9	-0.4%	0	-1%
32	CC1=C(C(=O)N(C)C)CC(CC(=O)NCc2cccc3ccccc23)C(=O)N1CCCN1CCCC1=O (configuration not stated)	-4%	-3	.	-11	2%
33	CC(C)(C)NC(=O)C(c1ccco1)N(Cc1ccc2c(c1)OCO2)C(=O)c1snc(C(N)=O)c1N (configuration not stated)	5%	-9	-0.1%	5	8%
34	COC(=O)c1cc(OC)c(OC)cc1NCC(=O)Nc1ccc(C)cc1	-1%	-5	3.7%	3	7%
35	O=C(NCCCN1CCOCC1)C1Nc2ccc(OC(F)(F)F)cc2C2C=CCC12 (configuration not stated)	-4%	-3	.	-10	-10%
36	Cc1nn(Cc2c(Cl)cccc2Cl)c(C)c1NC(=O)c1cc(C(C)C)on1	?	-6	1.4%	-1	?

nr	USP1 inh	mIDH1 inhibitor	TrxR1 substrate	GRP78 ERSR act
31	-19%	1%	-2%	-2%
32	?	1%	.	-2%
33	-27%	-5%	0%	-3%
34	-16%	0%	20%	-4%
35	-23%	-24%	6%[57.1 µM]	4%
36	-4%	0%	-7%[57.1 µM]	4%

Some of these compounds in order of SMILES length, largest number first.
nr	SMILES	Vif-APOBEC3G blk	PI4K2A inh	RXFP1 agonist	LDHA inh	Vif-A3F inh
31	CCCC(=O)N1CCN(c2ccc([N+](=O)[O-])c(NC(C)c3ccccc3)c2)CC1 (configuration not stated)	0%	9	-0.4%	0	-1%
36	Cc1nn(Cc2c(Cl)cccc2Cl)c(C)c1NC(=O)c1cc(C(C)C)on1	?	-6	1.4%	-1	?
34	COC(=O)c1cc(OC)c(OC)cc1NCC(=O)Nc1ccc(C)cc1	-1%	-5	3.7%	3	7%

nr	USP1 inh	mIDH1 inhibitor	TrxR1 substrate	GRP78 ERSR act
31	-19%	1%	-2%	-2%
36	-4%	0%	-7%[57.1 µM]	4%
34	-16%	0%	20%	-4%
